Screening results as filed in PubChem BioAssay.
Menin-MLL TR inh = inhibitors of human menin-MLL interaction, mutant MLL peptide. Menin + Texas Red MLL mutant peptide, fluorescence polarization. Potency, µM (series often up to 61.6 µM), for inactives: at the highest dose FP activity change, negative = inhibition, hits mostly inhibitors. 270,000 tested, 0.23% active. AID 1768; active = well fitted inhibition curve with a large enough effect in the polarisation, with a control signal flat, not every such curve was filed as active; inconclusive = small, poorly fitted or top-dose-only effect, or effect the other way, or a change in a side signal; inactive = no such curve, though single readings can be large or run the other way; the % refers to the polarisation; note: potency is the fitted concentration of half-maximal effect; % of control where 0% means no effect; many of its hits are not listed in these tables
KCNH2 3.1 inh = blocks the human KCNH2 3.1 channel isoform. activity change, % (tested at about 1.8 µM). 340,000 tested, 0.95% active. AID 720553. U2OS KCNH2 3.1, thallium flux FluxOr; hits give low values;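 active = maximum activity change below -70%; inconclusive = maximum activity change from -70% to -50%; inactive = maximum activity change above -50%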;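 note: thallium influx rate constant from kinetic fluorescence after stimulation buffer; % is set by controls: 0 for no effect and ±100 for the full control effect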
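Measured as rate of thallium-driven FluxOr signal in transduced U2OS cells carrying the 3.1 channel, read kinetically for 2 min upon stimulation; values are rate constants scaled to DMSO control wells.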
Giardia killer = Giardia lamblia killing; Giardia lamblia trophozoite viability; 340,000 tested, 0.15% active; activity change, % at 7.66 µM, hits read low; in the data active = activity change below about -80%; inconclusive = between about -30% and that limit;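 note: parasites exposed to compound for two days anaerobically before the ATP read; % is set by controls: 0 for no effect and ±100 for the full control effect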
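Luminescent ATP signal served as the viability read-out, measured 15-30 min after adding ATP detection reagent to trophozoites that had been incubated with compounds for 48 hrs at 37 deg C anaerobically at 100 cells/well.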
FBPA coupling cs = counter-screen for Giardia aldolase inhibitors: coupling enzyme system; activity change, negative = inhibition, % at 58.2 µM, hits read low; 290,000 tested, 0.67% active; coupling enzyme system counterscreen, AmpLite Red fluorescence; in the data active = activity change below about -30%; note: % is set by controls: 0 for no effect and ±100 for the full control effect
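Counterscreen lacking aldolase: glyceraldehyde-3-phosphate coupling-enzyme reagent preincubated 10 min at RT with compound (at 57.5 uM final), then substrate/coupling system with AmpLite Red added; fluorescence read at 525/598 nm after 20 min RT.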
B2AR arrestin = recruits beta-arrestin to the human beta2-adrenergic receptor; beta-arrestin recruitment to beta2AR, cell-based reporter; P07550; Potency, µM (highest dose often 46.1 µM), without a hit: at the highest dose activation, most hits filed as activators; 330,000 tested, 0.02% active;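 note: potency is the fitted concentration of half-maximal effect; 0% = DMSO controls and full agonism = EC100 isoproterenol or metaproterenol; nearly all actives have a fitted effect of over 65% in size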
Target sequence (P07550 whole entry, looked up): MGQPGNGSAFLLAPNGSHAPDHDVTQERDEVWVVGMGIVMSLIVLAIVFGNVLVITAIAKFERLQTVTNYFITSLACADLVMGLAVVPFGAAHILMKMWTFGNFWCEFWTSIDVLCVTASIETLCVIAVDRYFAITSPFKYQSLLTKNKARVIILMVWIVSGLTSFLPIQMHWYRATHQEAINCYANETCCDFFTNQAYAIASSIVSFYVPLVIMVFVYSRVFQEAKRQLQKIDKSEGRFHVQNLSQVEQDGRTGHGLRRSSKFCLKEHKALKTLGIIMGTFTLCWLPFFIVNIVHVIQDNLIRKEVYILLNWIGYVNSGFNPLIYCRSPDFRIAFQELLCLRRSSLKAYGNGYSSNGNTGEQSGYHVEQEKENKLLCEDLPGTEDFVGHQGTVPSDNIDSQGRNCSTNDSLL
TRPV1 ag = human TRPV1 agonism; Q8NER1; TRPV1-expressing cells, Fluo-8 calcium influx, agonist mode; activation, % at 8.33 µM; 320,000 tested, 0.19% active; in the data active = activation above about 80%; inconclusive = between about 30% and that limit; note: 0% is about no effect
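Cells expressing TRPV1 were dye-loaded with Fluo-8 and read kinetically: 10 s baseline, 3 min after compound (agonist portion), then 2 min after EC20 capsaicin (allosteric enhancer portion). Calcium-bound dye fluorescence at 480/520 nm.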
GALK inhibitor = inhibitors of human galactokinase. P51570. Purified GALK, Kinase-Glo residual ATP luminescence. Potency, µM (highest dose often 57.5 µM), without a hit: at the highest dose activity change, negative = inhibition, hits mostly inhibitors. 270,000 tested, 0.007% active; note: potency is the fitted concentration of half-maximal effect; % is set by controls: 0 for no effect and ±100 for the full control effect
Target sequence (P51570 whole entry, looked up): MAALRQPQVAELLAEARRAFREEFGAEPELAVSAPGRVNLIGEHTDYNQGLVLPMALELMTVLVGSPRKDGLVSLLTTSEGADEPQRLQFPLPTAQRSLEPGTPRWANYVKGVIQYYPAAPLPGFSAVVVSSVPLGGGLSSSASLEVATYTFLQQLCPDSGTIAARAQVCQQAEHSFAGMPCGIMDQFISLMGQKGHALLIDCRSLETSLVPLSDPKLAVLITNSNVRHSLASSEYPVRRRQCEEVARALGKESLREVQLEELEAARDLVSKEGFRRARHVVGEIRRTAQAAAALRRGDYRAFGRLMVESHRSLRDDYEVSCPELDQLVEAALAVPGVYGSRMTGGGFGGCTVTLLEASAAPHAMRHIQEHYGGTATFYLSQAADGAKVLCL
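Quantitative HTS: GALK 5 nM, ATP 35 uM, galactose 100 uM, 1 h room temperature, then luciferase-based ATP detection.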
MLL CXXC-DNA inh = MLL CXXC-DNA interaction inhibition | Q03164 | MLL-CXXC / FITC-HOXA9 DNA fluorescence polarization | Potency, µM (top dose mostly 115 µM), without a hit: at the highest dose activity change, negative = inhibition, usual class: inhibitors | 290,000 tested, 0.037% active | AID 2662; active = well fitted inhibition curve with a large enough effect in the polarisation, with a control signal flat, not every such curve was filed as active; inconclusive = small, poorly fitted or top-dose-only effect, or effect the other way, or a change in a side signal; inactive = no such curve, though single readings can be large or run the other way; the % refers to the polarisation; note: potency is the fitted concentration of half-maximal effect
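Steps: dispense CXXC domain solution (7 uM) → pin compounds or unlabeled HOX-A9 DNA control → 5 min ambient → add FLSN-HOX-A9 solution (50 nM) → spin → 30 min ambient → fluorescence polarization. Tris pH 7.5/NaCl/DTT/BSA buffer.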
KCNH2 WT inh = blocks the wildtype human KCNH2 potassium channel. Q12809. U2OS, BacMam KCNH2, thallium flux FluxOr; hits give low values. activity change, % at 1.84 µM. 340,000 tested, 0.37% active. AID 720551;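 active = maximum activity change below -70%; inconclusive = maximum activity change between -70% and -50%; inactive = maximum activity change above -50%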; note: % is set by controls: 0 for no effect and ±100 for the full control effect
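U2OS cells were transduced with wild-type KCNH2 virus (2.03 x 10^8 / mL) for 4 h at room temperature, then cultured overnight at 37 C. Thallium flux was read with FluxOr dye. Rate constants were normalized to DMSO controls.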
USP2a inh = inhibitors of human ubiquitin-specific protease USP2a; O75604; USP2 core, Ub-CHOP2 coupled fluorogenic reporter, 485/531; Potency, µM (highest dose often 38.3 µM), for the others: at the top dose activity change, negative = inhibition, actives largely listed as inhibitors; 330,000 tested, 0.01% active;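 note: potency is the fitted concentration of half-maximal effect; plate controls were DMSO wells for no effect and full inhibition by NEM control for full effect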
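Cell-free coupled assay: 10nM USP2 core preincubated 30min RT with compound in Tris-HCl pH 8.0/CaCl2/CHAPS buffer, then 25nM Ub-CHOP2 and 25nM reporter substrate; fluorescence (Ex 485/Em 531) read after 60min RT, normalized to NEM inhibition, concentration-response curves fitted.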
PKM2 act = activators of human pyruvate kinase M2 | Potency, µM (titrated, usually from 57.5 µM), inactives show top-dose activation, hits mostly activators | 260,000 tested, 0.34% active | P14618 | AID 1631 | purified PKM2, Kinase-Glo ATP luminescence, activation; response scale: 0% is enzyme alone, no compound; note: potency is the fitted concentration of half-maximal effect; % is set by controls: 0 for no effect and ±100 for the full control effect; nearly all actives have a fitted effect of over 55% in size
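ATP formation by purified human PK-M2, quantified via coupled luciferase luminescence after 1 h at room temperature with 0.1 mM ADP and 0.5 mM PEP final.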
* = called active by the depositor; i = inactive; ? = inconclusive; nt = not tested or not shown; & = joins results of further samples; [ ] = another dose, or the depositor's remark. Unless noted, calls come from the whole dose curve; as a rule, active = well fitted curve in the direction sought with a large enough effect; inconclusive = small, poorly fitted or top-dose-only effect, or another doubt; inactive = no such curve, though single readings can be large; an effect the other way counts as inactive or inconclusive.

#	SMILES	Menin-MLL TR inh	KCNH2 3.1 inh	Giardia killer	FBPA coupling cs	B2AR arrestin	TRPV1 ag	GALK inhibitor	MLL CXXC-DNA inh	KCNH2 WT inh	USP2a inh	PKM2 act
1	CC1(c2ccc(OC(F)F)cc2)NC(=O)N(CC(=O)Nc2ccc(OC(F)F)cc2)C1=O (stereo not given)	?	-50	13	1	-0.1%	16	10%	3%	-6	-1%	nt
2	CC1(C)NC(=O)N(CC(=O)N2CCN(S(=O)(=O)c3ccccc3C(F)(F)F)CC2)C1=O	nt	12	-9	nt	-0.1%	1	nt	nt	-18	3%	nt
3	CN(C)S(=O)(=O)c1cccc(C(=O)NCC2CCCCC2)c1	-2%	7	9	7	-0.5%	9	5%	13%	0	0%	-2%
4	CN(C)S(=O)(=O)c1ccc(C(=O)NCc2ccco2)cc1	-2%	-5	11	0	-1.0%	10	4%	-2%	0	-2%	?
5	O=C(CCC(=O)Nc1ccccc1Cl)NNC(=O)COc1ccc([N+](=O)[O-])cc1	nt	4	-11	nt	0.5%	0	nt	nt	6	-3%	nt
6	O=[N+]([O-])c1cccc(CSC2=NCCN2S(=O)(=O)c2ccccc2)c1	?	-7	6	-17	0.4%	-7	6%	7%	2	0%	0%
7	Cc1cccc(N2CCN(C(=O)c3ccc(NC(=O)CC4SC(N5CCCC5)=NC4=O)cc3)CC2)c1C (stereo not given)	nt	5	-3	nt	0.2%	nt	nt	nt	2	-1%	nt
8	CSc1ncccc1C(=O)NC1CCN(Cc2ccccc2)CC1	nt	0	12	nt	-1.1%	-3	-10%	17%	4	1%	0%
9	O=C(CSc1ccc(-c2ccc(Br)cc2)nn1)N1CCOCC1	-16%	2	-5	-4	0.2%	10	8%	7%	5	3%	1%
10	Cc1ccc(C)c(OCCCCn2cnc3ccccc3c2=O)c1	?	-5	11	6	-1.8%	-2	1%	-7%	-2	-11%	2%
11	Cc1ccn2c(=O)c(NC(=O)c3cccs3)c(C)nc2c1	nt	3	7	nt	-0.2%	2	nt	nt	-3	0%	nt
12	CCC(C)n1c(SCC(=O)NC(=O)c2cccn2C)nc2ccccc2c1=O (stereo not given)	5%	-10	-15	-1	0.1%	30	0%	5%	-9	1%	2%
13	CCn1c(CNC(=O)c2cccc(C)c2)nnc1SCC(=O)Nc1nnc(C)s1	1%	6	11	2	-0.2%	-1	0%	-3%	2	-1%	0%
14	Cc1cc(C)cc(NC(=O)CSc2nc3ccncc3[nH]2)c1	14%	5	-11	1	-0.2%	0	2%	2%	0	-1%	-3%
15	COc1ccc(S(=O)(=O)N2CCC(C(=O)NCC3CC3)CC2)cc1	nt	8	27	1	-0.4%	2	1%	-7%	0	0%	nt

#	SMILES	Menin-MLL TR inh	KCNH2 3.1 inh	Giardia killer	FBPA coupling cs	B2AR arrestin	TRPV1 ag	GALK inhibitor	MLL CXXC-DNA inh	KCNH2 WT inh	USP2a inh	PKM2 act
16	Cn1nnnc1-c1cc(Br)ccc1NC(=O)c1ccccc1	25%	-1	-8	0	0.4%	6	3%	-2%	0	0%	-1%
17	CN(C/C=C/c1ccccc1[N+](=O)[O-])Cc1ccccc1	-22%	?	4	1	-0.7%	7	5%	3%	-10	2%	-1%
18	COC(OC)c1ccnc(-c2ccc(OC(=O)c3ccc(F)cc3)cc2)n1	1%	2	3	-1	-0.1%	1	-3%	108%[activator]	2	2%	-3%
19	CN1CCc2c(sc(NC(=O)CS(=O)(=O)c3ccccc3)c2C(N)=O)C1	nt	8	1	nt	0.1%	-2	nt	nt	-1	1%	nt
20	Cc1cccc(OCCN2CCOCC2)c1C	-17%	-4	0	1	0.1%	5	-1%	-4%	4	-2%	-2%
21	CCC(C)(C)NC(=O)c1cc(S(=O)(=O)N2CCCCC2)ccc1N1CCOCC1	-10%	12	17	1	0.1%	22	2%	3%	-6	2%	-1%
22	Cc1ccc(OCC(=O)Nc2cccc(O)c2)cc1C	2%	-7	-14	-3	-0.4%	-2	1%	5%	-5	1%	7%
23	COc1ccc(-n2nc(C(=O)NCC(=O)Nc3ccc(F)cc3)c3ccccc3c2=O)cc1	60%[activator]	12	5	-2	-1.1%	1	2%	-3%	12	0%	0%
24	Cc1cc(C)c2nc(NC(=O)CN3C(=O)NC4(CCCC4)C3=O)sc2c1	nt	-3	6	nt	-0.2%	-1	nt	nt	-3	-1%	nt
25	CC(C)CN(C(=O)c1ccc(F)cc1F)c1c(N)n(CC(C)C)c(=O)[nH]c1=O	-5%	-2	4	1	-0.1%	-2	1%	0%	-1	-1%	-1%
26	COC(=O)c1cc(-c2cc(OC)ccc2OC)nc2c1c(=O)n(C)c(=O)n2Cc1ccccc1	3%	2	3	-2	-0.3%	-1	4%	10%	-7	0%	nt
27	O=C(CN1CCN(S(=O)(=O)c2ccccc2Cl)CC1)NCC1(N2CCOCC2)CCCCC1	nt	-2	-14	nt	-0.1%	25	nt	nt	-21	1%	nt
28	COc1cc2c(cc1NC(=O)C(C)OC(=O)/C=C/c1ccc(OC(F)F)cc1)oc1ccccc12 (stereo not given)	3%	-7	-21	0	-1.8%	5	3%	7%	i	2%	3%
29	C[C@@H]1CN(Cc2nc(-c3ccc(Cl)cc3)no2)C[C@H](C)O1	-13%	8	-3	-1	0.0%	-1	5%	-15%	-6	1%	-3%
30	Cc1cccc(S(=O)(=O)NNC(=O)c2cc(-c3ccc(F)cc3)nc3ccccc23)c1	-1%	-5	-8	5	-0.2%	27	1%	3%	-6	0%	-1%

Pulled one by one from the entries so far:
#	SMILES	Menin-MLL TR inh	KCNH2 3.1 inh	Giardia killer	FBPA coupling cs	B2AR arrestin	TRPV1 ag	GALK inhibitor	MLL CXXC-DNA inh	KCNH2 WT inh	USP2a inh	PKM2 act
27	O=C(CN1CCN(S(=O)(=O)c2ccccc2Cl)CC1)NCC1(N2CCOCC2)CCCCC1	nt	-2	-14	nt	-0.1%	25	nt	nt	-21	1%	nt
17	CN(C/C=C/c1ccccc1[N+](=O)[O-])Cc1ccccc1	-22%	?	4	1	-0.7%	7	5%	3%	-10	2%	-1%

(next part)
#	SMILES	Menin-MLL TR inh	KCNH2 3.1 inh	Giardia killer	FBPA coupling cs	B2AR arrestin	TRPV1 ag	GALK inhibitor	MLL CXXC-DNA inh	KCNH2 WT inh	USP2a inh	PKM2 act
31	Cc1ccc(CS(=O)(=O)CCC(=O)NCc2ccccn2)cc1	3%	-13	6	5	-0.2%	1	3%	6%	4	2%	1%
32	Oc1cc2c(cc1O)C(c1ccccc1)CNCC2 (stereo not given)	1%&-2%	-3	-3	-6	nt	nt	nt	2%	26	nt	nt
33	CCCCC[C@@H]1C=C(C(=O)O)[C@H](c2ccc(Cl)cc2)N1S(=O)(=O)c1ccc(C)cc1	nt	9	-7	nt	-0.1%	nt	nt	nt	-3	-11%	nt
34	CN(C)c1ccc(/C=N/NS(=O)(=O)c2ccc(Br)cc2)cc1	nt	-6	-6	-2	-0.5%	1	-1%	0%	-3	-4%	1%
35	COc1ccccc1N(CC(=O)Nc1ccc2c(c1)OCCO2)S(=O)(=O)c1ccc(C)cc1	?	-27	-9	0	-0.6%	5	1%	1%	3	-1%	-3%
36	O=C(NCCC1CCCCN1S(=O)(=O)c1ccccc1)C(=O)NCc1ccncc1 (stereo not given)	nt	-12	-8	nt	0.7%	4	nt	nt	2	1%	nt
37	COc1ccc(O)c(C(=O)c2cnc3c(c2)c(C)nn3C)c1	30%	9	-5	7	-0.7%	-1	12%	-10%	0	2%	7%
38	Cc1ccc(Nc2nc(CSc3nnc(-c4ccncc4)n3-c3ccccc3C)cs2)cc1	4%	-21	-9	-2	-0.5%	?	0%	5%	33	-5%	-1%
39	Cc1ccc(S(=O)CCNC(=O)Cc2ccccc2)cc1 (stereo not given)	3%	2	1	1	-0.3%	2	2%	32%[activator]	-6	2%	-5%
40	CCCCN(C)CCCNC(=O)c1cc(-c2cccnc2)nc2ccccc12	0%	-2	-11	-1	0.0%	-6	nt	5%	22	-1%	nt
41	CCCNCc1cc(OCC)c(OCC(N)=O)cc1Br	-7%	-8	-10	-1	0.3%	0	0%	10%	-5	1%	-7%

This is a subset. The share of hits here may be higher or lower than overall.
